High-throughput results (PubChem)
Mdm2 ligase inh: Mdm2 E3 ligase (human) inhibition; Q00987; cell-based MDM2 ubiquitination luciferase reporter, 2 h; 0 = plate control, 100 = twice control, blank-subtracted; signal enhancement, % at 5 µM; hit rate 0.11% among 210,000;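 active means signal enhancement of 30% or more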;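 further: luminescence tracks abundance of the self-degrading MDM2-luciferase fusion protein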
Target sequence (Q00987 whole entry, looked up, the tested form may be a part): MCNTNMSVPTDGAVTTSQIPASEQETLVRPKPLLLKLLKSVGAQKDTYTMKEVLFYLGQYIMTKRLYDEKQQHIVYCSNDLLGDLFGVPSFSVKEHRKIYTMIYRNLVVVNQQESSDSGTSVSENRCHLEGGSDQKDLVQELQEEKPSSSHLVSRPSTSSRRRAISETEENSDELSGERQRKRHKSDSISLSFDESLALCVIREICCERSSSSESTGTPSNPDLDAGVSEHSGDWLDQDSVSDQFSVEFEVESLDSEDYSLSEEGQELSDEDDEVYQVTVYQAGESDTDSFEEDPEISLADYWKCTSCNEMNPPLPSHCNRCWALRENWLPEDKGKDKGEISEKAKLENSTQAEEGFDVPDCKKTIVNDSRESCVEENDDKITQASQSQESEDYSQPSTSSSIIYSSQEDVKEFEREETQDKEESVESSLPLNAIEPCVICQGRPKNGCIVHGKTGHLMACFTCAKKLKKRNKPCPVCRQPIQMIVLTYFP
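Assay system: stable mammalian line carrying autodegrading MDM2–luciferase fusion reporter; Input: 2000 cells in each well; Compound dosing: single-point 5 µM; Schedule: 2 h compound exposure at 37 °C; Signal: SteadyLite luciferase luminescence after 15 min room-temperature reagent incubation; Evaluation: % luminescence enhancement versus blank-corrected plate control mean; Benchmarks: plate controls and plate blanks.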
NPY-Y2 PAM-ag: potentiators or agonists of human neuropeptide Y receptor Y2; P49146; cells expressing NPY-Y2, potentiator/agonist read-out; activation, % at 3.6 µM; hit rate 0.45% among 220,000; in the data active means activation above about 27%;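 further: cells stimulated with NPY near EC25 plus isoproterenol at EC100; 0% = vehicle plus submaximal agonist and 100% = vehicle plus saturating agonist; some results beyond the cut were filed as inactive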
BaF3 parental: reduces parental Ba/F3 cell viability, JAK2V617F counter-screen; CellTiter-Glo ATP luminescence; inhibition, % at 5.6 µM; hit rate 1.1% among 220,000;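 active means inhibition above a per-campaign cutoff, the mean inhibition of all tested compounds plus 3 SD, cut at about 27% in these data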;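 further: 0% = DMSO wells and 100% = JAK Inhibitor I control wells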
PERK inhibitor: human PERK inhibition, primary cell-based screen. Q9NZJ5. CHO PERK-DD fusion, SEAP luminescence translation reporter. inhibition, % at 5.6 µM. hit rate 0.17% among 220,000. AID 1416;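 active means inhibition above the mean inhibition of all tested compounds plus 3 SD, set separately per screening campaign, cut at about 2.9% in these data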;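 further: PERK kinase domain activated by AP20187 dimerizer at 100 nM; 0% = DMSO with dimerizer and 100% = rapamycin at 8.4 µM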
eIF4E 4G PPI: inhibitors of eIF4E and eIF4G interaction in translation initiation; P63073+Q04637; TR-FRET eIF4E-eIF4GI(517-606) binding, 2 h; inhibition, % at 21.7 µM; hit rate 0.37% among 220,000; AID 782;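 active means inhibition above about 30%, limit read from the data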;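 further: 0% = full FRET control wells and 100% = background wells lacking eIF4GI fragment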
S1P4 ag: human S1P4 receptor agonism; hit rate 0.35% among 220,000; O95977; AID 1509; activation, % at 4.98 µM; S1P4-expressing cell line, agonist reporter assay; in the data active means activation above about 11%;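 further: 0% = DMSO vehicle and 100% = reference agonist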
Target sequence (O95977 whole entry, looked up): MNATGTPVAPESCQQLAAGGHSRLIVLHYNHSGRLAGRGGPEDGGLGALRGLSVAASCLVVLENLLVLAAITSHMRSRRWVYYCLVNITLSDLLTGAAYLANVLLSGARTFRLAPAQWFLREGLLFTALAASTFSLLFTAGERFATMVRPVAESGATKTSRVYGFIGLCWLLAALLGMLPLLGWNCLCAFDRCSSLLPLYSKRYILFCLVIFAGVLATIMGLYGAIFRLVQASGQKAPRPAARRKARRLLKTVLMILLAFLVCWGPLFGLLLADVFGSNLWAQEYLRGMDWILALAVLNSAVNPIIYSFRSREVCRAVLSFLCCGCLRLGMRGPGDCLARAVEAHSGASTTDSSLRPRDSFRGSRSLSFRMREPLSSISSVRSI
S1P4 antagonist: human S1P4 receptor antagonism | AID 1510 | hit rate 0.26% among 220,000 | inhibition, % at 4.98 µM | S1P4-expressing cells, antagonist mode, reporter read-out | O95977; in the data active means inhibition above about 29%;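 further: 0% = wells stimulated with agonist and 100% = vehicle wells without agonist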
Wee1 stabilizer: inhibitors of human Wee1 degradation; AID 1321; HeLa Luc-Wee1K328M stability, luciferase luminescence; 100% = proteasome inhibitor MG132 effect; hit rate 1.2% among 220,000; P30291; reporter increase, % at 5 µM;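 active means activation above the mean of all tested compounds plus 3 SD, set per screening run, cut at about 8.8% in these data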;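 further: cells exposed to compound for 20 h before luminescence read; 0% = DMSO alone and 100% = MG132 at 30 µM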
Ba/F3 V617F tox: reduce viability of Ba/F3 cells dependent on JAK2V617F | Ba/F3 EpoR-JAK2V617F viability, ATP luminescence | hit rate 1.1% among 220,000 | inhibition, % at 5.6 µM;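 active means inhibition above the campaign mean plus 3 SD over all tested compounds, cut at about 24% in these data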;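 further: cytokine-independent growth of Ba/F3 cells driven by EpoR plus mutant JAK2; 0% = DMSO-treated cells and 100% = JAK inhibitor I control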
* marks the source's active call; other numbers are inactive results; . = no result given; [ ] = dose if it differs, or a comment. This is a random part of the collection (roughly 4.1% active in at least one column).

SMILES	Mdm2 ligase inh	NPY-Y2 PAM-ag	BaF3 parental	PERK inhibitor	eIF4E 4G PPI	S1P4 ag	S1P4 antagonist	Wee1 stabilizer	Ba/F3 V617F tox
Cc1cccc(NC(=O)CSc2nnc(-c3ccco3)n2CC2CCCO2)n1 (centres undefined)	-3	1	5	0.8	0	2.3	-5	1	4
Cc1ccccc1CN1C[C@@H]2C[C@@H](c3ccc4nsnc4c3)N3CCC[C@@]23C1=O	-10	-9	8	-0.5	3	-1.3	7	1	6
CC(/C=N/Nc1nc(N2CCCCC2)nc(N2CCCCC2)n1)=C\c1ccccc1	-23	14	6	0.6	0	0.2	7	1	0
O=C(NC1CCCC1)C(c1ccc(F)cc1)N(C(=O)Cc1cccs1)c1ccc2c(c1)OCCO2 (centres undefined)	-9	-10	-1	1.8	4[fluorescence artefact?]	2.0	-5	-3	-2
O=C(CCCN1C(=O)CCC1=O)Nc1ccccc1F	-8	0	4	0.7	1	0.0	1	-1	-1
O=C1c2ccccc2C(=O)N1CC1CCCO1 (centres undefined)	-14	-6	0	0.5	6	2.0	-14	3	-2
Cn1cnc2c1c(=O)n(CC(O)CO)c(=O)n2C (centres undefined)	-1	5	0	0.4	-3	-1.2	-14	3	-5
O=C(O)c1cccc2c1C(=O)c1cccc3snc-2c13	1	6	0	-0.2	3	0.6	-1	3	-1
Cc1ccc(N2CC(C(=O)NCC3CCCO3)CC2=O)cc1Cl (centres undefined)	-1	2	6	-0.3	1	0.0	-5	0	1
COc1ccc(-n2c(SCc3ccc(C#N)cc3)nnc2-c2ccccn2)cc1	-12	-13	2	-0.3	0	-1.4	-15	-1	0
O=C(NCCCN1CCN(c2cccc(Cl)c2)CC1)c1ccc(N2CCCC2=O)cc1	-7	-11	4	-1.2	-2[fluorescence artefact?]	-1.0	8	0	-3
CN(CC(=O)Nc1cccc(F)c1)CC(=O)Nc1ccccc1[N+](=O)[O-]	-7	-1	5	-0.2	1	0.0	-16	-2	3
c1ccc2cc(OCc3nc4ccccc4[nH]3)ccc2c1	.	-16	-1	0.0	0[fluorescence artefact?]	1.3	-9	6	-1
Cc1occc1C(=O)N/N=C/C1=C(N2CCOCC2)C(=C\c2ccc(Cl)cc2)/CC1	-6	14	7	0.7	6[fluorescence artefact?]	3.5	-13	-2	-4
O=C(Nc1ccc(C(=O)OC[C@@H]2CCCN3CCCC[C@H]23)cc1)c1cccc(Br)c1	-7	-26	8	-0.6	0	-0.4	-12	-1	-1
C=CCOc1ccc(/C=C/C(=O)Nc2ccc(C(=O)NC)cc2)cc1	-11	13	1	-0.7	6[fluorescence artefact?]	-0.7	16	5	0
Cc1oc2c(C)c(O)ccc2c(=O)c1-c1nncn1-c1ccccc1	-15	4	8	-0.5	-4	1.8	-3	-2	3
COc1ccccc1NC(=O)C(=O)N/N=C/c1cccs1	-13	-1	0	-0.1	4[fluorescence artefact?]	-1.3	-6	-2	-4
CCc1nc(NCc2cccnc2)c2oc3ccccc3c2n1	-17	-2	7	-0.3	4[fluorescence artefact?]	-3.5	3	5	0
Cc1nnc(N/N=C\c2ccc(-c3cccc(C(=O)O)c3)o2)n1N	-13	-19	2	0.9	4	2.9	10	-1	-2
CC(=O)c1cccc(NC=C2C(=O)OC3(CCCCC3)OC2=O)c1	8	-9	-1	0.4	2[fluorescence artefact?]	0.5	9	0	-1
Cc1ccc2c(c1)NC(=O)C(CC(=O)NCCN(C)C)O2 (centres undefined)	-15	-2	2	0.1	3	0.4	-12	0	1
CC(C)Oc1ccc(NC(=O)Oc2ccccc2)cc1	-20	-4	0	0.2	-2	-0.7	-13	1	-2
CCOC(=O)/C(C#N)=C/c1c(Oc2cccc(C)c2)nc2c(C)cccn2c1=O	-10	2	9	1.3	1	0.0	-15	-1	3
CC(=O)NC1(C(F)(F)F)N=C(c2ccccc2)NC1=O (centres undefined)	6	-1	7	1.5	17	3.1	-14	1	0

Overlap with the part before: 4 compounds, followed by the next part.
SMILES	Mdm2 ligase inh	NPY-Y2 PAM-ag	BaF3 parental	PERK inhibitor	eIF4E 4G PPI	S1P4 ag	S1P4 antagonist	Wee1 stabilizer	Ba/F3 V617F tox
Cc1ccc2c(c1)NC(=O)C(CC(=O)NCCN(C)C)O2 (centres undefined)	-15	-2	2	0.1	3	0.4	-12	0	1
CC(C)Oc1ccc(NC(=O)Oc2ccccc2)cc1	-20	-4	0	0.2	-2	-0.7	-13	1	-2
CCOC(=O)/C(C#N)=C/c1c(Oc2cccc(C)c2)nc2c(C)cccn2c1=O	-10	2	9	1.3	1	0.0	-15	-1	3
CC(=O)NC1(C(F)(F)F)N=C(c2ccccc2)NC1=O (centres undefined)	6	-1	7	1.5	17	3.1	-14	1	0
Cc1ccc(OCC(=O)c2cc(C)n(-c3ccccc3)c2C)c([N+](=O)[O-])n1	-29	5	6	-0.5	0[fluorescence artefact?]	1.2	-6	4	-1
COc1ccc(/C=N/NC(=O)c2ccc3nc[nH]c3c2)c(OC)c1OC	-4	15	-4	1.1	-2	1.1	-10	-2	-4
O=C(Nc1ccc2nc[nH]c2c1)c1ccco1	6	-5	11	0.9	1	0.7	-8	-2	1
N#CC(C(N)=O)=C1CCC2(CC1)OCCCCO2	-15	3	8	0.2	.	-0.8	15	5	2
CN(Cc1ccon1)Cc1cn(C)nc1-c1ccc2c(c1)OCCO2	-5	2	2	1.6	3	-1.4	-3	2	-1
CN(C)C(=O)N1CCC(C(=O)NCc2ccc(F)cc2Cl)CC1	-3	5	1	-0.1	4	-0.4	5	0	-4
O=[N+]([O-])c1ccc(N2CCN(C(=S)NC3CCCCC3)CC2)cc1	-6	3	6	-1.1	2	-0.1	-7	5	1
Cc1cccc(-n2c(O)c(C=Nc3ccccc3O)c3ccccc3c2=O)n1	10	16	3	-2.2	3	2.5	3	-1	-2
COc1ccc(-c2ccc(/C=C3/C(=N)N4C(C)=CSC4=NC3=O)o2)c([N+](=O)[O-])c1	-7	0	2	0.0	8[fluorescence artefact?]	0.8	-5	6	-1
CCc1ccc(N2CC(C(=O)Nc3cc(C)on3)CC2=O)cc1 (centres undefined)	-2	9	6	0.3	-3	2.5	-7	-2	0
Cc1nn(C)cc1CN(C)C(=O)c1cc2nc(-c3ccco3)cc(C(F)(F)F)n2n1	0	3	3	-0.6	1	0.0	3	-2	0
CCOCCCNC(=S)N1C2CCC1CC(NC(=O)Nc1ccc(C(=O)OCC)cc1)C2 (centres undefined)	-27	-4	-2	-0.4	4	-3.5	5	3	-4
Cc1ccc2cc(COC(=O)c3cccc([N+](=O)[O-])c3)c(=O)[nH]c2c1	-9	-31	-4	-0.6	1	1.2	-14	0	-2
COc1ccc(-n2c(=O)/c(=C\c3cccs3)s/c2=C(/C#N)C(=O)NCCN2CCOCC2)cc1	-4	1	6	1.1	-1	-0.5	-5	0	1
Cn1nc(C(C)(C)C)cc1C(=O)NNC(=O)c1ccc(C(F)(F)F)cc1	-8	-12	5	-0.6	1	0.6	-15	-3	-1
COc1ccc(-c2csc(NC(=O)C3CC(=O)N(Cc4ccco4)C3)n2)cc1 (centres undefined)	-5	3	2	-0.1	0	-0.8	0	0	-2
COC(=O)c1cc([N+](=O)[O-])c(-n2cncn2)c([N+](=O)[O-])c1	-2	-8	9	1.3	0	0.1	0	1	3
COc1ccc(/C=N/NC(=O)COc2cc(C)cc(C)c2)cc1COC(C)=O	-4	-8	3	0.5	4	1.0	-4	-3	3
NC(=O)C1CCN(CC(=O)Nc2cccnc2Cl)CC1	6	-6	9	0.8	0	-1.3	-8	1	1
O=C(CCCN1C(=O)c2ccccc2C1=O)Nc1cccnc1	.	-15	3	-0.1	-3	2.8	-10	0	2
CC1(C)Cc2c(sc3c2c(=N)n(Cc2ccco2)c(=O)n3CC(=O)Nc2cccc(Cl)c2)CO1	-16	-13	-2	-0.7	-11	0.4	0	-3	0
Cc1ccc(S(=O)(=O)N2CCCCC2)cc1NC(=O)COC(=O)c1c(F)cccc1F	1	3	3	1.3	-1	1.6	-6	0	4
COC(=O)/C(=C\c1cc(OC)c(OC)c(OC)c1)c1nc2ccccc2[nH]1	-5	-12	0	-0.7	4	1.3	-10	1	2
CN1C(=O)C2(C(C#N)=C(N)Oc3c2oc(CO)cc3=O)c2ccccc21 (centres undefined)	-4	-2	2	-0.2	-4	0.9	-6	2	0
CCCCCCCNc1cccc(C)c1	-2	-5	0	0.2	-3	0.0	12	0	-3
Next section
SMILES	Mdm2 ligase inh	NPY-Y2 PAM-ag	BaF3 parental	PERK inhibitor	eIF4E 4G PPI	S1P4 ag	S1P4 antagonist	Wee1 stabilizer	Ba/F3 V617F tox
CCO[C@@H]1OC(C(=O)NCc2ccccc2)=C[C@H](c2ccccc2)[C@H]1CCCO	.	-4	3	0.6	1	-0.7	-3	-1	-3
CCOC(=O)c1ccc(N=Cc2nc(-c3ccccc3)oc2OC(C)=O)cc1	-3	-15	11	1.0	8	2.6	-28	2	5
O=C(O)CCN1c2ccccc2Sc2ccccc21	-6	-37	-3	1.8	18	0.1	3	-1	1
Cc1ccc2cc(C#N)c(SCC(=O)NNC(=O)Cc3ccccc3)nc2c1	-11	-3	3	1.1	-11	-1.0	-25	5	-2
Cc1cc(C(=O)Nc2ccccc2)oc1C	-8	-7	3	0.4	-10	-0.9	-8	2	5
COCCn1c(C)cc(/C=C2/SC(=O)N(C(C)C(=O)OC)C2=O)c1C (centres undefined)	-14	-11	4	-0.8	0	-0.6	5	0	2
O=C(Nc1cccc(/C=C/c2nc3ccccc3c(=O)[nH]2)c1)c1ccccc1Cl	-16	-7	0	-2.3	6	-1.2	10	0	-2
O=C(N/N=C/c1ccc2c(c1)OCCO2)c1ccncc1	-14	16	-1	1.2	1	-0.1	-18	-1	-1
COc1ccc(CNC(=O)C2CCCN(S(=O)(=O)c3c(C)nn(C)c3C)C2)cc1 (centres undefined)	-13	-19	1	-0.8	-8	0.5	5	-3	2
COc1cccc(/C=N/NC(=O)CSc2ccccc2C)c1O	.	-14	8	0.1	-2	0.4	-2	3	-1
NC(=O)c1c(NC(=O)CN2CCCC2)sc2c1CCCC2	-7	10	5	-0.4	7	2.1	-11	-1	-1
COc1ccc(C(=O)OCCN2CCCCC2)cc1	-8	-19	1	1.4	-4	1.0	-3	-1	-2
CCN1CCCC1CNC(=O)C(=O)Nc1ccccc1OC (centres undefined)	-16	-4	3	0.0	7[fluorescence artefact?]	-3.4	-8	-1	0
COc1ccc(NC(=O)c2ccccc2SC)c(OC)c1	-4	1	8	-0.2	-1	1.2	-21	0	2
N#CC(C(=O)NC1CCCCC1)c1nc2ccccc2nc1N1CCN(c2ccccc2F)CC1 (centres undefined)	5	-5	1	0.4	0	1.0	-12	0	-4
Cn1cc([N+](=O)[O-])c(C(=O)Nc2ccc(C(=O)N3CCCCC3)cc2)n1	2	-10	14	1.1	2	-4.5	5	0	6
CCN(CC)C(=S)Nc1ccc(C(=O)OC)cc1	-71	14	-1	1.5	1	0.5	1	1	-6
Cn1cc(CN2CCC(C(=O)N3CCCCC3)CC2)c(-c2ccccc2F)n1	-25	-26	9	1.2	3	-0.1	-18	1	0
CCn1c2ccccc2c2cc(NC(=O)CSc3nccc(=O)[nH]3)ccc21	-3	13	7	0.5	2	1.7	-32	4	2
